Source: PubChem BioAssay (National Center for Advancing Translational Sciences (NCATS))
FEN1 inhibitor: human FEN1 inhibition; P39748; Recombinant FEN1 flap cleavage, fluorescence, 15 min; Potency, µM (highest dose often 114 µM), without a hit: top-dose activity change, negative = inhibition, actives largely listed as inhibitors; actives 0.35% (n = 390,000); also: nearly all actives have a fitted effect of over 65% in size
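Recombinant FEN1 (10 nM) was preincubated with pin-transferred compounds for 15 min at room temperature, then flap DNA substrate (50 nM final) was added. Plates were read at 0 and 15 min, and normalized concentration–response data were fitted to a four-parameter Hill equation.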
KAT2A inh: blocks human GCN5L2 histone acetyltransferase | Q92830 | GCN5L2 HAT assay, ThioGlo1 CoA-SH fluorescence | actives 0.21% (n = 390,000) | AID 504327 | Potency, µM (top dose mostly 58.9 µM), inactives show at the highest dose activity change, negative = inhibition, most hits filed as inhibitors
Target sequence (Q92830 whole entry, looked up): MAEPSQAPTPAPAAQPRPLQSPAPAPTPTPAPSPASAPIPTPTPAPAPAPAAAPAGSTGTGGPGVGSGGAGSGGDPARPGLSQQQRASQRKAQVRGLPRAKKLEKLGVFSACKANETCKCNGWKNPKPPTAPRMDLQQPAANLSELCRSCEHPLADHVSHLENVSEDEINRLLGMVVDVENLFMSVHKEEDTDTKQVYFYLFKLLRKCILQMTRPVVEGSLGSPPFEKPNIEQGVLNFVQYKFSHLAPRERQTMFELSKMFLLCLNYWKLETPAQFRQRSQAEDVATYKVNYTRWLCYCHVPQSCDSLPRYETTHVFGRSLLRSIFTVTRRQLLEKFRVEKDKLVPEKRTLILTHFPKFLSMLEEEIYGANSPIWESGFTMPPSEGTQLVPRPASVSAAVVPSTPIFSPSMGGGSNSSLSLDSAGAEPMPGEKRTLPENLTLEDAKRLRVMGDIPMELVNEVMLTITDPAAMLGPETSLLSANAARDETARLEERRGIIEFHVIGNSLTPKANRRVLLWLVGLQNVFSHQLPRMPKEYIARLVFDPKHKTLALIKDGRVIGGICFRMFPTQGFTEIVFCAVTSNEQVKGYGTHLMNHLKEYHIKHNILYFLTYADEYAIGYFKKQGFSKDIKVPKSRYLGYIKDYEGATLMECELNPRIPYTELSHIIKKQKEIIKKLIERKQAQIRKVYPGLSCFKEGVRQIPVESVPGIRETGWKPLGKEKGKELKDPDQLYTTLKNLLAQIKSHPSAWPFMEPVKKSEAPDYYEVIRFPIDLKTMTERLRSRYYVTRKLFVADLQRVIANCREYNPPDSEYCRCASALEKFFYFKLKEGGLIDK
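Free CoA generated was detected with ThioGlo1 (50uM) fluorescence at Ex340nm/Em540nm, read immediately and after 20 min at room temperature. Enzyme, 20 nM in HEPES pH 7.5 buffer, saw compounds 15 min before adding 75uM H3(1-25) peptide and 70uM acetyl-CoA.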
N370S GC mod: inhibits or activates N370S mutant glucocerebrosidase; P04062; N370S GC spleen homogenate, 4MU-glucoside fluorescence; Potency, µM (series often up to 59.4 µM), for the others: at the top dose activity change, negative = inhibition, actives largely listed as inhibitors; actives 0.092% (n = 330,000); AID 2101;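 also: 0% = full enzyme activity and -100% = no enzyme basal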
Active calls of the source: *; ? = inconclusive; . = no result given; & = joins results of further samples; [ ] = remark or other dose. Calls follow the shape of the dose curve; as a rule, active = well fitted curve in the direction sought with a large enough effect; inconclusive = small, poorly fitted or top-dose-only effect, or another doubt; inactive = no such curve, though single readings can be large; an effect the other way counts as inactive or inconclusive. Unless noted, % is scaled to controls: 0 for no effect and ±100 for the full control effect; potency is read from the fitted curve at half-maximal effect.

SMILES | FEN1 inhibitor | KAT2A inh | N370S GC mod
CCOC(=O)c1c(NC(=O)c2ccc(S(=O)(=O)N(C)C3CCCCC3)cc2)sc2c1CCN(C(C)C)C2 | -9% | 1% | .
O=C(O)c1ccc(Cl)c(S(=O)(=O)N(Cc2ccccc2)c2ccc(Cl)cc2)c1 | 12% | -6% | -2%
CC(=O)Nc1ccc(NC(=O)COC(=O)CCNS(=O)(=O)c2c(Cl)cccc2Cl)cc1 | -6% | -14% | -7%
Cc1ccc2[nH]c(=O)c(-c3noc(CC(C)C)n3)cc2c1 | -5% | -10% | 3%
Cc1cc(=O)oc2cc(OCC(=O)N3CCN(c4ccc(F)cc4)CC3)c(Cl)cc12 | 3% | -18% | -6%
O=C1NC2=C(CCc3ccccc32)C(c2ccccc2)N1 (stereo not drawn) | -12% | -1% | 6%
COc1ccc(-n2c(C(C)n3nc(C)c([N+](=O)[O-])c3C)n[nH]c2=S)cc1 (stereo not drawn) | -6% | -3% | -12%
COc1ccc(NC(=O)Nc2sc(=S)n(C)c2C)cc1 | -9% | -1% | 8%
CCOC(=O)/C(C#N)=C\c1ccc(O)c(OC)c1 | -1% | -3% | -5%
CC(C)c1ccc(S(=O)(=O)N2CCC(C(=O)NCc3ccco3)CC2)cc1 | -7% | -2% | -3%
COc1cccc(NC(=O)Cn2c(=O)n(CC3CCCO3)c(=O)c3ccccc32)c1 (stereo not drawn) | -10% | -7% | -16%
CN(C(=O)CN1CCN(c2cnn(-c3ccccc3)c(=O)c2Cl)CC1)C1CCS(=O)(=O)C1 (stereo not drawn) | 7% | -8% | .
Clc1ccc(-c2nnc(-c3ccccc3)c(N3CCSCC3)n2)cc1 | -4% | 0% | 18%
COc1ccccc1CNC(=O)CN1C(=O)c2cccnc2Oc2ccccc21 | -5% | -9% | .
Cc1ccccc1OCC(=O)Nc1c2c(nn1C(C)(C)C)CS(=O)(=O)C2 | 5% | -2% | -9%
COc1cc2c(cc1OC)CN(C(=O)CN(C)S(=O)(=O)c1ccc(NC(C)=O)cc1)CC2 | -2% | -6% | -5%
NC(=O)c1cc[n+](CC(=O)c2ccc(NC(=O)c3ccccc3)cc2)cc1 | -4% | 3% | -13%
O=C(NCc1ccc(F)cc1)c1cnc2n(c1=O)CCS2 | 2% | -8% | 15%
O=c1c2cc3c(nc2ncn1Cc1ccccc1F)CCCC3 | -9% | -6% | .
CCN(CC(=O)NCc1cccs1)S(=O)(=O)c1cccc(Br)c1 | -7% | -2% | .
Cc1cc(C)nc(N2CCC(C(=O)Nc3ccc4c(c3)CCC4)CC2)n1 | 0% | -5% | -5%
COC(=O)c1c(NC(=O)Cn2cc([N+](=O)[O-])cn2)sc2c1CCC2 | -7% | -2% | 3%
Cc1ccc(-n2nc3c(=O)n(CCCC(=O)NCc4cccc(Cl)c4)nc(C)c3c2C)cc1 | 12% | -1% | -13%
CC(=O)Nc1ccc(NS(=O)(=O)c2ccc3c(c2)NC(=O)CC(=O)N3)cc1 | -14% | -19% | -9%
CN(C)S(=O)(=O)c1cccc(NC(=S)Nc2ccc3cn[nH]c3c2)c1 | 1% | -2% | 3%
O=c1cc(-c2ccccc2)nc(SCc2ccccc2F)[nH]1 | -6% | -6% | -17%
Cc1ccccc1NC(=O)N1CCCC1C(=O)NCc1ccccc1 (stereo not drawn) | -9% | -6% | 2%
CC(C)CCNC(=O)c1cccc(Cl)c1 | -1% | 0% | -1%
O=C(Nc1cccc(C(F)(F)F)c1)C1CCN(S(=O)(=O)c2cnc[nH]2)CC1 | -4% | -4% | -16%
CCOC(=O)C1CCN(C(=O)COC(=O)c2ccc(=O)n(Cc3ccccc3)n2)CC1 | 5% | -8% | -1%
Cc1nn(C)c(C)c1CN(Cc1nc(-c2cc(F)ccc2F)oc1C)C1CC1 | 0% | -1% | 0%
Cc1ccc(N(C(=O)CNC(=O)c2ccco2)C(C(=O)NC2CCCCC2)c2cccnc2)cc1 (stereo not drawn) | -3% | -5% | -8%
O=C(c1cccc([N+](=O)[O-])c1)N1c2ncnn2C2(CCCCC2)[C@@H]2CCCC[C@@H]21 | 11% | -7% | .
O=C(CSc1nc2ccccc2c(=O)n1Cc1ccc(C(=O)NC2CC2)cc1)NCc1ccco1 | 4% | -5% | 6%
Brc1ccccc1-c1ccccc1 | -3% | -4% | -9%
Cc1ccc(NC(=O)CN(C)S(=O)(=O)c2cccc3cccnc23)cc1F | 9%&-6% | -10%&-2% | -3%

Retrieved by compound from the entries so far, 2 records:
SMILES | FEN1 inhibitor | KAT2A inh | N370S GC mod
CN(C)S(=O)(=O)c1cccc(NC(=S)Nc2ccc3cn[nH]c3c2)c1 | 1% | -2% | 3%
COC(=O)c1c(NC(=O)Cn2cc([N+](=O)[O-])cn2)sc2c1CCC2 | -7% | -2% | 3%

Further records follow.
SMILES | FEN1 inhibitor | KAT2A inh | N370S GC mod
CCOc1cccc(/C=N/NC(=O)CC2C(=O)NN=C2C)c1O (stereo not drawn) | 0% | -12% | 14%
Cc1cccn2c(=O)nc(SCC(=O)NCc3ccco3)nc12 | -1% | -4% | -23%
COCCN(C(=O)c1snc(C(N)=O)c1N)C(C(=O)NC1CCCCC1)c1ccc(N(C)C)cc1 (stereo not drawn) | -16% | ? | -13%
CSc1nc2ccc(NC(=O)c3ccco3)cc2s1 | 15% | -2% | 1%
O=C(NC1CC1)c1ccc(-n2cccc2)cc1 | 0% | -20% | 13%
COc1cc2c(cc1OC)CC(C(=O)NCc1ccccc1)NC2 (stereo not drawn) | -11% | -6% | -13%
COc1ccc(C)cc1S(=O)(=O)n1cnc(C)c1 | -1% | -6% | -1%
CN(C)c1nc(Oc2ccc(=O)n(-c3ccccc3)n2)nc(N2CCOCC2)n1 | 19% | -6% | 0%
CCCCN(CC)C(=O)Cn1cnc2sc(C)c(S(=O)(=O)N3CCC(C)CC3)c2c1=O | -7% | 0% | -4%
O=C(CCCN1C(=O)/C(=C\c2cccs2)SC1=S)Nc1cc([N+](=O)[O-])ccc1O | -2% | -13% | -23%
COc1ccc(-c2nc3sc(CCNC(=O)c4ccc(C(C)(C)C)cc4)c(C)n3n2)cc1 | 5% | -9% | .
COc1ccc(OC)c(NC(=O)CCS(=O)(=O)c2cc3c(cc2C)NC(=O)CO3)c1 | 5% | -6% | 0%
COC(=O)c1ccc(N(CC(=O)NC2CCCC2)C(=O)CNC(=O)c2ccco2)cc1 | -1% | 0% | -3%
COC(=O)Cc1sc(-c2ccccn2)nc1-c1ccccc1 | -12% | -16% | 9%
N/C(=N\N=C\c1ccc2c(c1)OCO2)SC1CC(=O)N(c2ccc(C(=O)O)cc2)C1=O (stereo not drawn) | -19% | 0% | 5%
COc1cc(CNCCc2ccc(S(N)(=O)=O)cc2)ccc1OCC(=O)NC1CCCCC1 | 2% | 8% | -24%
Cc1noc(C)c1C(=O)N1CCCC(C(=O)c2cccc(C(F)(F)F)c2)C1 (stereo not drawn) | 18% | -22% | 2%
COc1ccccc1N(C(C)=O)C1SC(=O)N(c2ccccc2)C1=O (stereo not drawn) | -2% | -20% | 3%
Oc1ccc(Cn2ccnc2)c2cccnc12 | -23% | ? | 5%
CCCc1ccc(S(=O)(=O)NCC2CCCN2CC)cc1 (stereo not drawn) | -12% | 28% | -19%
Cc1ccc(S(=O)(=O)c2c(C)cc(C)nc2Cl)cc1 | 4% | -7% | 4%
CN1CCC(=NNc2ncnc3sc4c(c23)CCCC4)CC1 | -14% | -1% | -18%
CCOc1ccc2[nH]c(=O)c(CN(Cc3ccco3)Cc3nnnn3Cc3ccccc3)cc2c1 | -6% | ? | 25%
O=C(O)C1CCCCC1C(=O)Nc1cccc(Br)c1 (stereo not drawn) | -6% | ? | -10%

Carrying on.
Every second line gives: FEN1 inhibitor | KAT2A inh | N370S GC mod
> Cc1ccccc1-n1c(SCC(=O)N(C)C2CCS(=O)(=O)C2)nc2ccccc2c1=O (stereo not drawn)
    -9% | -2% | -10%
> CCOc1ccc(CCNC(=O)C(C)N2C(=O)CC(C)(C)Sc3ccccc32)cc1 (stereo not drawn)
    2% | 45%[activator] | 15%
> N/C(=N/O)c1nc(N2CCCC2)nc(N2CCCC2)n1
    20% | -15% | -1%
> COc1ccc(CC(=O)OCC(=O)Nc2ccc(N3CCOCC3)cc2)cc1
    -4% | -10% | 0%
> CCOc1cc(C2C(C#N)=C(N)OC3CCCC(=O)C32)ccc1OCCN1CCOCC1 (stereo not drawn)
    1% | -3% | -5%
> N#Cc1nc(-c2ccc(OCc3ccccc3)cc2)oc1N1CCOCC1
    -4% | -5% | 4%
> CCOc1cc(C(=O)N(CC)CC(=O)Nc2ccc3c(c2)OCCO3)ccc1OC
    16% | -1% | .
> O=C(COC(=O)C12CC3CC(CC(C3)C1)C2)Nc1ccc([N+](=O)[O-])cc1Br
    4% | -5% | ?
> O=C(NCC(c1ccco1)N1CCc2ccccc2C1)c1ccccc1Br (stereo not drawn)
    -6% | -4% | -15%
> Cc1ccc(S(=O)(=O)NCc2ccncc2)c(C)c1C
    1% | -8% | 11%
> Cc1ccccc1NC(=O)Cc1nc(COC(=O)Cc2c(F)cccc2Cl)cs1
    -17% | -12% | .
> C1CCCCCC2(CCCCC1)OCC(CN1CCOCC1)O2 (stereo not drawn)
    13% | -1% | -11%
> Cn1c(=O)c2ccccc2n(CC(=O)NCCC2=CCCCC2)c1=O
    2% | 0% | -5%
> Nc1nc(SCc2nc3scc(-c4cccs4)c3c(=O)[nH]2)n[nH]1
    -11% | -1% | 6%
> Cc1cc(NCC(c2ccccc2)c2ccccc2)n2ncnc2n1
    -15% | -6% | 3%
> COc1ccc(OCC(=O)NNC(=O)c2cccc(O)c2)cc1
    -1% | -12% | 0%
> COc1cccc(/C=N/NC(=O)c2cc(-c3cccn3C)n[nH]2)c1
    4% | -20% | 6%
> Cc1ccc(CONC(=O)c2cccc(C)c2)cc1
    0% | -7% | .
> COc1cccc(C(O)c2nc3ccccc3n2C(C)C)c1OC (stereo not drawn)
    -2% | ? | -8%
> CCC1COCCS(=O)(=O)N1Cc1ccccc1F (stereo not drawn)
    -1%&9% | 3% | 1%

Complete entries as entered above. Values in the order: FEN1 inhibitor, KAT2A inh, N370S GC mod
Results for N/C(=N/O)c1nc(N2CCCC2)nc(N2CCCC2)n1 : 20%, -15%, -1%
Results for Cc1ccc(CONC(=O)c2cccc(C)c2)cc1 : 0%, -7%, .
Results for O=C(NCC(c1ccco1)N1CCc2ccccc2C1)c1ccccc1Br (stereo not drawn) : -6%, -4%, -15%

Compounds above with a cyano group, in the order listed:
Every second line gives: FEN1 inhibitor | KAT2A inh | N370S GC mod
> CCOC(=O)/C(C#N)=C\c1ccc(O)c(OC)c1
    -1% | -3% | -5%
> CCOc1cc(C2C(C#N)=C(N)OC3CCCC(=O)C32)ccc1OCCN1CCOCC1 (stereo not drawn)
    1% | -3% | -5%
> N#Cc1nc(-c2ccc(OCc3ccccc3)cc2)oc1N1CCOCC1
    -4% | -5% | 4%

Additional results follow:
Every second line gives: FEN1 inhibitor | KAT2A inh | N370S GC mod
> O=P(O)(O)OC1[C@H](O)[C@H](OP(=O)(O)O)C(OP(=O)(O)O)[C@H](OP(=O)(O)O)[C@H]1O (stereo partly drawn)
    . | 16%[2.33 µM] | 0%[2.35 µM]
> Cc1cc([N+](=O)[O-])nn1CC(=O)NNC(=S)Nc1ccc(Cl)cc1
    16% | -9% | -5%
> CCOC(=O)C1=C(COC(=O)/C=C/c2cccc(F)c2)NC(=O)NC1C (stereo not drawn)
    -13% | -1% | .
> Cc1ccc(NC(=O)Cn2c(=O)n(CCCCCC(=O)NCc3ccc(F)cc3)c(=O)c3sccc32)c(C)c1
    -17% | -2% | .
> C[C@@]12CC(=O)NC1N(C(=O)c1cccc(C(F)(F)F)c1)C(c1ccccc1OC(=O)c1cccc(C(F)(F)F)c1)C2 (stereo partly drawn)
    ? | -2% | 6%
> Cc1ccc(N2C(=O)N(CC(=O)Nc3cc(C)cc(C)c3)C(=O)C2C)cc1 (stereo not drawn)
    -14% | -6% | -9%
> Cc1cc(C)c(C#N)c(Oc2ccc(F)cc2)n1
    7% | 0% | 8%
> Cc1cc(C)cc(-c2nnc(SCC(=O)Nc3cc(C)on3)o2)c1
    -6% | -10% | -6%
> CN(c1ccccc1)S(=O)(=O)c1cccc(NC(=O)CCN2C(=O)C3CCCCC3C2=O)c1 (stereo not drawn)
    -3% | -6% | 2%
> CC(C)OCCCNC(=O)c1ccc(NC(=O)C2CCCO2)cc1 (stereo not drawn)
    8% | 8% | 3%
> CC(C)CN1CCN(Cc2cccc3nccnc23)CC1CCO (stereo not drawn)
    2% | -20% | 9%
> COc1ccc(NC(=O)c2nnn(Cc3cccc(F)c3)c2N)c(OC)c1
    22% | -1% | 5%
> Cc1ccsc1/C=N/NC(=O)CN1CCN(Cc2ccccc2)CC1
    -5% | -1% | 2%
> COc1cccc(Cn2c(C)c(CNCc3cccc(C)c3)c(C(=O)O)c2C)c1
    -1% | 0% | .
> COc1ccccc1-c1cc(-c2cc(Cl)ccc2O)n[nH]1
    -9% | -5% | 2%
